Screening data deposited in PubChem by The Scripps Research Institute Molecular Screening Center.
pPAFAH FP inh – inhibitors of human plasma PAF acetylhydrolase (pPAFAH). Q13093. recombinant pPAFAH, FP-rhodamine probe fluorescence polarization. inhibition, % at 3.39 µM. hit rate 1.5% among 330,000. AID 463082;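 active = inhibition above the mean inhibition across the screen plus 3 SD, cut at about 25% in these data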;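 note: inhibitors block binding of the rhodamine activity-based probe so polarization drops; 0% = enzyme with DMSO and 100% = wells lacking pPAFAH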
Target sequence (Q13093 whole entry, looked up): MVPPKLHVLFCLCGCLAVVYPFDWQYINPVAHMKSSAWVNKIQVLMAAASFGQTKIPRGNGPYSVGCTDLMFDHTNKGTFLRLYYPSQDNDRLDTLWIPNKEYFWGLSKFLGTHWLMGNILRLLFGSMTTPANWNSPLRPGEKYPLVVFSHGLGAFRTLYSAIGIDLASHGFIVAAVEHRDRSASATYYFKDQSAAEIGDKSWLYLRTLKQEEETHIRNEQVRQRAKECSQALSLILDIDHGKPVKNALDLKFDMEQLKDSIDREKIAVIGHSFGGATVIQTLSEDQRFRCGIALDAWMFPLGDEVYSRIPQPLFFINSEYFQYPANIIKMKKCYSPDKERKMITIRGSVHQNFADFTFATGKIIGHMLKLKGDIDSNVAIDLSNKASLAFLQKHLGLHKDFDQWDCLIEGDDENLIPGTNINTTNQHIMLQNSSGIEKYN
LYPLA2 inh – blocks human lysophospholipase 2, a PME1 counter-screen | hit rate 0.38% among 320,000 | inhibition, % at 5.9 µM | recombinant LYPLA2, FP-Rh probe fluorescence polarization | AID 2177 | O95372;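 active = inhibition above the screen-wide mean plus 3 SD, limit set per campaign, cut at about 26% in these data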;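 note: 0% = LYPLA2 with DMSO and 100% = wells lacking LYPLA2 enzyme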
Target sequence (O95372 whole entry, looked up): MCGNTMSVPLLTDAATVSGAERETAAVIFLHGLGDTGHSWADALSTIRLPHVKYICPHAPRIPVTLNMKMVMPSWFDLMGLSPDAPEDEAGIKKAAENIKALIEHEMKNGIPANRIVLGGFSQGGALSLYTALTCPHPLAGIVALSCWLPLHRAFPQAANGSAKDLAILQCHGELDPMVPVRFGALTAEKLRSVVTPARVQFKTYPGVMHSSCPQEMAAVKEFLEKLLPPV
PAFAH1B3 inh – blocks human PAF acetylhydrolase 1B catalytic subunit 3 | Q15102 | recombinant PAFAH1B3, FP-rhodamine probe, fluorescence polarization | inhibition, % at 3.39 µM | hit rate 0.28% among 340,000;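 active = inhibition above the screen-wide average of all tested compounds plus 3 SD, cut at about 25% in these data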;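 note: 0% = enzyme with DMSO only and 100% = wells lacking PAFAH1B3 protein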
Target sequence (Q15102 whole entry, looked up): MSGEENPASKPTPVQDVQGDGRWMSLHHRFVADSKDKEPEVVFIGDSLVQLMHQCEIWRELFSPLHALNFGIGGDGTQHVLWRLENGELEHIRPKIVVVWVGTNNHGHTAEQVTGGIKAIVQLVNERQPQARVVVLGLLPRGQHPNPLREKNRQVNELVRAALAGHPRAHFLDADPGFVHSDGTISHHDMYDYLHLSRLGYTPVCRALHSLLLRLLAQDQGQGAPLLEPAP
PME-1 inh – PME-1 (human) inhibition; Q9Y570; recombinant PME-1, FP-Rh probe fluorescence polarization; inhibition, % at 5.9 µM; hit rate 0.53% among 320,000;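 active = inhibition above the campaign mean of all compounds plus 3 SD, cut at about 26% in these data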;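 note: competitive labeling of PME-1 active site by serine hydrolase directed probe; 0% = PME-1 with DMSO and 100% = wells lacking PME-1 enzyme; inhibitors block probe labeling so polarization falls and inhibition rises; many of its hits are not listed in these tables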
GSTO1 counter – GSTO1 inhibition, counter-screen for RBBP9 inhibitors. hit rate 1.1% among 300,000. inhibition, % at 5.96 µM. AID 1974. recombinant GSTO1, activity-based probe fluorescence polarization;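 active = inhibition above the campaign mean inhibition plus 3 SD, cut at about 35% in these data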;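 note: 0% = GSTO1-1 with DMSO and 100% = wells lacking GSTO1-1 enzyme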
PAFAH2 FP inh – inhibitors of human PAFAH2 | Q99487 | recombinant PAFAH2, FP-rhodamine activity probe, fluorescence polarization | inhibition, % at 3.39 µM | hit rate 0.99% among 340,000 | AID 492956;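 active = inhibition above the mean over all tested compounds plus 3 SD, cut at about 30% in these data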;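 note: inhibitors block probe labeling of enzyme so polarization drops; 0% = enzyme with DMSO and 100% = wells lacking PAFAH2 protein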
PAD4 inh – blocks human protein arginine deiminase 4. inhibition, % at 6.36 µM. Q9UM07. recombinant PAD4, RCA probe fluorescence polarization. hit rate 0.41% among 330,000;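 active = percent inhibition above a cutoff equal to the mean of all tested compounds plus 3 SD, cut at about 15% in these data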;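 note: 0% = PAD4 with RCA probe and DMSO and 100% = probe without PAD4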
LYPLA1 inh – blocks human lysophospholipase 1, a PME1 counter-screen; O75608; recombinant LYPLA1, FP-Rh probe fluorescence polarization; inhibition, % at 5.9 µM; hit rate 0.16% among 320,000;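 active = inhibition above the mean of all tested compounds plus 3 SD, set per campaign, cut at about 14% in these data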;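 note: inhibitors block serine hydrolase probe labeling of LYPLA1 so polarization falls; 0% = enzyme with DMSO and 100% = wells lacking LYPLA1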
PAFAH1B2 FP inh – inhibitors of human PAFAH1B2. P68402. recombinant PAFAH1B2, FP-rhodamine activity probe, fluorescence polarization. hit rate 1.2% among 340,000. inhibition, % at 3.39 µM;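 active = inhibition above the mean of all tested compounds plus 3 SD, cut at about 24% in these data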;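 note: 0% = enzyme with DMSO and 100% = wells lacking PAFAH1B2; many of its hits are not listed in these tables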
The depositor's hits bear a star; / = not tested or not shown. This is a subset. The share of hits here may be higher or lower than overall.

SMILES	pPAFAH FP inh	LYPLA2 inh	PAFAH1B3 inh	PME-1 inh	GSTO1 counter	PAFAH2 FP inh	PAD4 inh	LYPLA1 inh	PAFAH1B2 FP inh
COc1ccccc1/C=C1\SC(=S)N(CCC(=O)N2CCN(C)CC2)C1=O	4	4	5	5	9	-3	1	4	-1
CCOC(=O)C1(CCc2ccccc2)CCN(C(=O)[C@@H]2C[C@@H](C)NC(=S)N2)CC1	3	3	5	-7	9	1	-2	-3	0
O=C1c2ccccc2C(=O)N1CCCCON1C(=O)c2ccccc2C1=O	3	1	-11	-1	6	-1	2	-3	1
CSc1ncccc1C(=O)OCC(=O)NCCc1ccccc1	-1	/	12	/	/	4	-2	/	3
CC(=O)Nc1ccc(-c2csc(NNC(=O)c3ccc(C)cc3)n2)cc1	4	-4	15	-5	9	-8	-3	-6	13
COc1ccc(C(=O)NCCCOc2cccnc2)cc1OC1CCN(C(C)=O)CC1	1	0	0	-1	9	-2	2	-2	-1
CC1(C)Cc2c(sc3c2C2=NCCN2C=N3)CS1	3	-1	5	-3	0	-6	-2	-3	4
CC(C)(C)c1ccc(-n2ncc3c2CCCC3NC(=O)CN2CCCCC2=O)cc1 (stereo not given)	24	8	2	-2	6	-1	0	1	1
CCOC(=O)c1ccc(NC(=O)CN2C(=O)C3C4C=CC(C4)C3C2=O)cc1 (stereo not given)	3	4	1	-8	0	0	4	4	2
Cc1noc(C)c1COc1ccc(C(=O)N2CC(C)CC(C)C2)cc1 (stereo not given)	-2	1	2	-5	/	2	1	0	10
CC1C/C(=N\NC(=O)c2cccnc2)CC(C)(C)C1 (stereo not given)	-1	1	8	-8	13	-6	0	3	1
CCN1C(=O)C(CC(=O)Nc2ccc(F)cc2)N(Cc2ccc3c(c2)OCO3)C1=S (stereo not given)	1	-7	8	4	3	-2	-5	-4	0
CCOc1ccccc1Cn1c(=O)sc2ccccc21	6	-5	3	15	5	-7	-1	-6	0
CN(C)/C=C(/C(=O)c1ccc(Cl)c(Cl)c1)S(C)(=O)=O	1	-6	11	-1	-6	-11	-2	-2	-1
CC(Oc1cc2oc(=O)c3c(c2cc1Cl)CCC3)C(=O)NCc1ccccn1 (stereo not given)	4	18	2	0	3	9	-4	5	-3
Cc1ccc(C2C(=O)N(C3CCC(C)CC3)CC(=O)N2C2CCCC2)cc1 (stereo not given)	2	6	4	-2	-2	-6	1	5	2
CC(C)(C)NC(=O)[C@]1(C)CCC[C@@]2(C)C3CC[C@@]4(C)C[C@]3(CCC21)CC4=O (stereo not given in full)	4	-6	1	-3	/	4	-1	0	3
COC(=O)C(C)Sc1nc2c([nH]c3ccccc32)c(=O)n1C (stereo not given)	6	-9	10	0	4	-10	4	-3	2
COc1ccc(C(CC(=O)c2ccccc2)CC(=O)c2ccccc2)cc1	4	-3	7	-5	1	-6	3	-3	1
CN(C(=O)Cn1cc(C(F)(F)F)cc(Cl)c1=O)C1CCS(=O)(=O)C1 (stereo not given)	0	-5	6	3	10	3	-4	-2	-1
COc1cccc(CN(C)CC(=O)Nc2sc3c(c2C#N)CCC3)c1	12	-4	-1	1	-6	3	-1	-2	-1
CC(C)C(=O)NNc1ccccc1	2	7	6	5	-2	1	0	0	-1
CC(C)(C)C(=O)NC(=O)Nc1ccccc1C(F)(F)F	1	-6	3	-2	-3	-8	0	-2	-4
CCOC(=O)c1c(C)[nH]c(C)c1C(=O)COC(=O)c1ccc(Cl)c(S(=O)(=O)NCc2ccccc2)c1	-1	-11	9	-4	-6	-20	3	-8	3

In the list so far, two contain an NH in an aromatic ring.
SMILES	pPAFAH FP inh	LYPLA2 inh	PAFAH1B3 inh	PME-1 inh	GSTO1 counter	PAFAH2 FP inh	PAD4 inh	LYPLA1 inh	PAFAH1B2 FP inh
COC(=O)C(C)Sc1nc2c([nH]c3ccccc32)c(=O)n1C (stereo not given)	6	-9	10	0	4	-10	4	-3	2
CCOC(=O)c1c(C)[nH]c(C)c1C(=O)COC(=O)c1ccc(Cl)c(S(=O)(=O)NCc2ccccc2)c1	-1	-11	9	-4	-6	-20	3	-8	3

Part of the list above in order of length of the SMILES, ascending:
SMILES	pPAFAH FP inh	LYPLA2 inh	PAFAH1B3 inh	PME-1 inh	GSTO1 counter	PAFAH2 FP inh	PAD4 inh	LYPLA1 inh	PAFAH1B2 FP inh
CC(Oc1cc2oc(=O)c3c(c2cc1Cl)CCC3)C(=O)NCc1ccccn1 (stereo not given)	4	18	2	0	3	9	-4	5	-3
CC(C)(C)NC(=O)[C@]1(C)CCC[C@@]2(C)C3CC[C@@]4(C)C[C@]3(CCC21)CC4=O (stereo not given in full)	4	-6	1	-3	/	4	-1	0	3
CCOC(=O)c1c(C)[nH]c(C)c1C(=O)COC(=O)c1ccc(Cl)c(S(=O)(=O)NCc2ccccc2)c1	-1	-11	9	-4	-6	-20	3	-8	3

Next part.
SMILES	pPAFAH FP inh	LYPLA2 inh	PAFAH1B3 inh	PME-1 inh	GSTO1 counter	PAFAH2 FP inh	PAD4 inh	LYPLA1 inh	PAFAH1B2 FP inh
COc1ccc(CN2CCN(C(=O)c3ccco3)CC2)cc1	4	3	2	-1	-4	-1	-3	2	0
CCN1CCN(C2=C(NS(=O)(=O)c3ccc(C)cc3)C(=O)c3ccccc3C2=O)CC1	0	4	6	5	30	-2	-13	6	8
Cc1ccc(Cc2cc(C)n[nH]c2=O)cc1	-2	-3	/	2	-7	/	2	-2	/
CCOC(=O)c1[nH]c2ccccc2c1NC(=O)c1ccc(S(=O)(=O)N2CCOCC2)cc1	3	11	6	6	0	-5	2	-2	8
COc1cccc(/C=N/n2nnnc2N)c1	-2	2	-1	1	-1	12	1	3	6
COc1ccc(-c2[nH]ncc2CN2CCN(C3CCCCC3)C(=O)C2)cc1F	-2	3	4	1	-6	-6	-1	-1	3
Cc1ccn2c(=O)c(NC(=O)c3ccc(Br)o3)c(C)nc2c1	6	1	2	2	6	4	1	-1	-2
COc1ccc(S(=O)(=O)Nc2ccccc2Cl)cc1NC(C)=O	4	0	1	2	1	-3	3	3	3
O=C(NC(NC(=S)Nc1c(Cl)cccc1Cl)C(Cl)(Cl)Cl)OCc1ccccc1 (stereo not given)	-30	-69	-22	-64	-9	-61	0	-39	-18
CC(C)(C)OC(=O)N1CCC[C@H]1c1nnc(SCC(=O)Nc2cccc(Cl)c2)o1	1	0	9	-2	4	-1	0	-1	14
O=C(Nc1ccc(C(=O)N2CCCC2)cc1)Nc1ccc(Cl)cc1Cl	0	-1	6	-1	-6	-1	5	-3	4
O=C(NCc1ccco1)C1CCCN(S(=O)(=O)c2cc(Cl)ccc2Cl)C1 (stereo not given)	-1	9	11	2	10	-3	3	0	-1
COc1cc(C(CCN2CCOCC2)c2c(OC)cc(OC)c3c(-c4ccccc4)cc(=O)oc23)cc(OC)c1OC (stereo not given)	1	/	7	/	/	1	6	/	0
Cc1ccc(-c2cc(C(=O)Nc3nccs3)c3ccccc3n2)o1	10	-8	-6	2	10	12	-8	-6	0
O=C(NNC(=S)Nc1ccccc1)c1ccc2ncccc2c1	2	2	8	5	-1	2	1	0	7
COc1ccc(CCNC(=O)CSCC(=O)Nc2cc(S(C)(=O)=O)ccc2Cl)cc1	1	/	-4	/	/	1	0	/	-1
COCC(=O)N(C)C[C@H]1N[C@@](C)(C(=O)OC)[C@H]2C(=O)N(Cc3ccccc3)C(=O)[C@@H]12	-1	/	6	/	/	-1	3	/	3
O=C(CNC(=O)c1ccccc1)NC1(C(=O)NC2CCCC2)CCCCC1	-10	6	8	-2	2	-4	-1	1	-1
Cc1cccc(-c2nc(=S)c3c(n2Cc2ccco2)CCCC3)c1	4	3	1	14	-2	-10	-4	1	4
CN1/C(=C\C(=O)Nc2ccc(F)cc2)C(C)(C)c2ccccc21	15	-3	12	-4	-1	5	1	-7	4
CCn1c(=S)sc2c(=O)[nH]c(SCC(=O)Nc3cc(OC)ccc3OC)nc21	7	4	15	3	-26	14	-3	-2	13
O=C(NCc1cccs1)c1ccccc1[N+](=O)[O-]	4	4	11	-4	1	3	-4	-2	2
CCOC(=O)CNC(=O)c1ccc(SCC)cc1	4	-2	-1	-3	-3	3	3	1	3
CC(C)(C)OC(=O)N1CCC(CC2CC(c3ccccc3)=NO2)(C(=O)O)CC1 (stereo not given)	-1	5	3	3	-1	12	3	1	4
CCCCn1c(N)c(N(CCOC)C(=O)COc2ccc(Cl)cc2)c(=O)[nH]c1=O	3	0	6	4	-6	-4	-1	2	-1
C/C(CS(=O)(=O)c1ccc(Cl)c(Cl)c1)=N/NC(N)=S	1	-1	1	-3	4	1	5	-2	5
CCN(CC)c1cc2nonc2c2nonc12	1	-2	7	-1	3	1	-1	-3	-4
CC(=O)c1ccc(N2CCC(c3cc(-c4ccc(Cl)cc4)n[nH]3)CC2)c([N+](=O)[O-])c1	-8	-5	1	-20	-18	-4	-15	1	2
O=C(Nc1ccnn1C1CCN(C/C=C/c2ccccc2)CC1)c1ccccc1Cl	5	11	14	1	1	0	4	4	1
COc1ccc(C(=O)Nc2cccc(N(C)S(C)(=O)=O)c2)cc1OC	5	7	-6	2	2	0	-2	-1	8
COc1ccc(N(CC(=O)Nc2c(C)n(C)n(-c3ccccc3)c2=O)S(=O)(=O)c2ccc(F)cc2)cc1	-2	-3	3	1	-5	4	1	5	-2
Cc1ccc(S(=O)(=O)N2CCOCC2)cc1NC(=O)COC(=O)CCC(=O)c1cccs1	1	1	2	2	4	5	2	-4	4
Cc1ccc(C(=O)NCc2ccc3c(c2)CCO3)cc1C	8	2	4	-5	9	-7	-3	-2	2
O=C(c1ccc([N+](=O)[O-])o1)N1CCc2ccccc2C1	-2	-1	8	-7	12	1	-4	-2	2
NC(=NCCc1c[nH]c2ccccc12)NS(=O)(=O)c1ccc(F)cc1	-1	-1	6	9	2	-2	-1	6	10

Exported as labelled records: part of the list above.
smiles: Cc1ccc(S(=O)(=O)N2CCOCC2)cc1NC(=O)COC(=O)CCC(=O)c1cccs1
  pPAFAH FP inh = 1 | LYPLA2 inh = 1 | PAFAH1B3 inh = 2 | PME-1 inh = 2 | GSTO1 counter = 4 | PAFAH2 FP inh = 5 | PAD4 inh = 2 | LYPLA1 inh = -4 | PAFAH1B2 FP inh = 4

smiles: Cc1ccc(C(=O)NCc2ccc3c(c2)CCO3)cc1C
  pPAFAH FP inh = 8 | LYPLA2 inh = 2 | PAFAH1B3 inh = 4 | PME-1 inh = -5 | GSTO1 counter = 9 | PAFAH2 FP inh = -7 | PAD4 inh = -3 | LYPLA1 inh = -2 | PAFAH1B2 FP inh = 2

An excerpt from above in order of the pPAFAH FP inh value, largest number first:
Structure | pPAFAH FP inh | PAFAH1B3 inh | PME-1 inh | PAFAH2 FP inh | PAD4 inh | PAFAH1B2 FP inh
CCCCn1c(N)c(N(CCOC)C(=O)COc2ccc(Cl)cc2)c(=O)[nH]c1=O | 3 | 6 | 4 | -4 | -1 | -1
Cc1ccc(S(=O)(=O)N2CCOCC2)cc1NC(=O)COC(=O)CCC(=O)c1cccs1 | 1 | 2 | 2 | 5 | 2 | 4
COc1ccc(N(CC(=O)Nc2c(C)n(C)n(-c3ccccc3)c2=O)S(=O)(=O)c2ccc(F)cc2)cc1 | -2 | 3 | 1 | 4 | 1 | -2
